AmpC no deterg – AmpC beta-lactamase inhibition without detergent; P00811; hit rate 0.52% among 330,000; Potency, µM (series often up to 57.1 µM), for the others: at the top dose activity change, negative = inhibition, usual class: inhibitors; AmpC nitrocefin hydrolysis, absorbance 480 nm, 0.0001% Triton;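 also: potency is read from the fitted curve at half-maximal effect; plate controls were no compound for no effect and no enzyme for full effect; nearly all actives have a fitted effect of over 20% in size; some results filed as inactive show a strong effect at the top dose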
Target sequence (P00811 whole entry, looked up): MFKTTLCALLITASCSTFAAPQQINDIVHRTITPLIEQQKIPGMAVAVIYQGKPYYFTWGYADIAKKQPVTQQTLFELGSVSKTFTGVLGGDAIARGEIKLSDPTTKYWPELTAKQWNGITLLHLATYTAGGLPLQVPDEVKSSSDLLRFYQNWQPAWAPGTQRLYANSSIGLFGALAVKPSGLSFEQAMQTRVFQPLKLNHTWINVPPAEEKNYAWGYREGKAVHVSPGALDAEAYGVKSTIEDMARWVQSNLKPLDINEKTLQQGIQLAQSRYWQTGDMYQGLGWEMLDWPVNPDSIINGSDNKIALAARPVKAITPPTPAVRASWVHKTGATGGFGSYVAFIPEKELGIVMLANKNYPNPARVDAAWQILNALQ
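20 mM phosphate pH 7.0 + 0.01% (detergent screen) or 0.0001% Triton X-100; 5.3 nM AmpC reagent; cpd preinc 15 min RT; nitrocefin (800 uM stock) to start; A480 q20 s × 4 min; Activity was normalised to no-enzyme and no-compound control wells.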
AMA1-RON2 inh – inhibitors of Plasmodium falciparum AMA1-RON2 interaction; Potency, µM (series often up to 58.2 µM), for the others: at the highest dose activity change, negative = inhibition, actives largely listed as inhibitors; AlphaScreen AMA1-biotinylated RON2 peptide binding; hit rate 0.2% among 360,000; AID 720542;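 also: potency is read from the fitted curve at half-maximal effect; 0% = vehicle wells and -100% = peptide control; nearly all actives have a fitted effect of over 45% in size; some results filed as inactive show a strong effect at the top dose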
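AMA1 (3D7) with his tag at 25 nM final met compounds first, then biotinylated RON2 peptide at 25 nM; detection used donor plus acceptor beads, 10 µg/mL apiece, read by AlphaScreen after 30 min at room temperature.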
TbPYK inhibitor – T. brucei pyruvate kinase inhibition | hit rate 0.12% among 410,000 | Potency, µM (highest dose often 76.8 µM), inactives show at the top dose activity, negative = inhibition, most hits filed as inhibitors | AID 624173 | TbPYK enzyme, Kinase-Glo Plus ATP luminescence, 45 min | Q57TT1; also: potency is read from the fitted curve at half-maximal effect; nearly all actives have a fitted effect of over 50% in size
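In this concentration-response screen, enzyme-free wells defined baseline while DMSO plates tracked drift. Each reaction combined TbPYK, substrate, compound and 130 uM ADP for 45 min at room temperature. Kinase-Glo Plus luminescence gave the signal.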
Sm TGR block – inhibitors of Schistosoma mansoni thioredoxin glutathione reductase. Q962Y6. purified TGR, DTNB reduction, TNB absorbance 405 nm. Potency, µM (doses to about 114 µM), for the others: top-dose activity change, negative = inhibition, actives largely listed as inhibitors. hit rate 3% among 360,000. AID 485364; also: potency is read from the fitted curve at half-maximal effect; nearly all actives have a fitted effect of over 60% in size
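First, TGR (20 nM dispensed) and NADPH were mixed with compound. Second, a 15 min room-temperature incubation followed. Third, further NADPH and then DTNB were added to start the reaction. Finally, TNB absorbance was monitored kinetically.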
AmpC detergent – inhibitors of E. coli AmpC beta-lactamase with detergent; P00811; AmpC hydrolysis of nitrocefin, absorbance 480 nm, 0.01% Triton; Potency, µM (series often up to 114 µM), without a hit: top-dose activity change, negative = inhibition, usual class: inhibitors; hit rate 0.041% among 370,000; AID 485294;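 also: potency is read from the fitted curve at half-maximal effect; 0% = no-compound wells and -100% = no-enzyme wells; nearly all actives have a fitted effect of over 25% in size; some results filed as inactive show a strong effect at the top dose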
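20 mM phosphate pH 7.0 + 0.01% (detergent screen) or 0.0001% Triton X-100; 5.3 nM AmpC reagent; cpd preinc 15 min RT; nitrocefin (800 uM stock) to start; A480 q20 s × 4 min; Activity was normalised to no-enzyme and no-compound control wells.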
HCMV antiviral – human cytomegalovirus inhibition; activity change, negative = inhibition, % at 57.5 µM; hit rate 4.5% among 410,000; HFF cells, HCMV-luciferase reporter, 72 h; stronger effect = lower value; AID 1259415; in the data active = activity change below about -60%; inconclusive = no clear call, values can overlap the other calls; inactive = above about -39%
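Steps: HFFs plated, 16 h 37C; compounds added; HCMV-luciferase added to MOI 1 PFU/cell; 72 h 37C; OneGlo reagent, 5 min room temperature; luminescence read, normalized to controls.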
LmPK inh – inhibitors of Leishmania mexicana pyruvate kinase. Q27686. purified LmPK, Kinase-Glo ATP luminescence, 1 h. Potency, µM (doses to about 57.5 µM), without a hit: top-dose activity change, negative = inhibition, hits mostly inhibitors. hit rate 0.37% among 290,000; also: potency is read from the fitted curve at half-maximal effect
Target sequence (Q27686 whole entry, looked up): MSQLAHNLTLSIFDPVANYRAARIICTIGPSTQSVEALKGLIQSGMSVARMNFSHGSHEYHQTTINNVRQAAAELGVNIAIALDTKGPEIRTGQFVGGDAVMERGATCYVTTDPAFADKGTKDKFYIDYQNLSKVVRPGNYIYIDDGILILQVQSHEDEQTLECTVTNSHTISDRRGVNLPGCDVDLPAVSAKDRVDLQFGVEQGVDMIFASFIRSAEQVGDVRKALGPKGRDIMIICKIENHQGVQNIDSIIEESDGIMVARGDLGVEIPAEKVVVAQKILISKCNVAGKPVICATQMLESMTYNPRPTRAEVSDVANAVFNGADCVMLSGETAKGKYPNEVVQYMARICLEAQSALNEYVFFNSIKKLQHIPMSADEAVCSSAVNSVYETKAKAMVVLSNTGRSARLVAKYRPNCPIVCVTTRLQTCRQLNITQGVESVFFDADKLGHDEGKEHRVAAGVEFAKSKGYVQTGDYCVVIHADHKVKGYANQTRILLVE
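0.1 nM LmPK, 0.5 mM PEP, 0.1 mM ADP; 50 mM imidazole pH 7.2, 7 mM MgCl2, 50 mM KCl; 1 h RT. Kinase-Glo luminescence readout, normalized to no-enzyme (full inhibition) and uninhibited wells.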
* hit, by the source's call; ? = inconclusive; · = not tested or not shown; & = joins results of further samples; [ ] = another dose, or the depositor's remark. Unless noted, calls follow the shape of the dose curve; as a rule, active = well fitted curve in the direction sought with a large enough effect; inconclusive = small, poorly fitted or top-dose-only effect, or another doubt; inactive = no such curve, though single readings can be large; an effect the other way counts as inactive or inconclusive. Unless noted, % is scaled to controls: 0 for no effect and ±100 for the full control effect.

1. CCN(CC)CCNC(=O)c1ccc(NC(=O)COc2ccccc2F)cc1
2. Cc1onc(-c2ccccc2Cl)c1C(=O)Nc1ccc(-n2nncc2C(C)(C)C)cc1
3. OCC[C@H]1C[C@@H](O)[C@H](O)[C@@]2(OCCc3ccccc32)O1
4. CCc1cccc(C)c1NC(=S)N(CCCN1CCOCC1)Cc1cccnc1
5. CCOC(=O)c1c(NC(=O)COC(=O)/C=C/c2ccco2)sc2c1CC(C)(C)NC2(C)C
6. CSCCC(NC(=O)c1cccc(C)c1)C(=O)NCc1cccs1 (stereo not given)
7. COc1cc(C(=O)NCC(c2cccs2)N2CCOCC2)ccc1OCc1ccc(Cl)cc1 (stereo not given)
8. OC(CN1CCCC(C(F)(F)F)C1)c1ccccc1 (stereo not given)
9. CCCN(CCC)C(=O)C1CC(=O)OC12CCCCC2 (stereo not given)
10. CCOP(=O)(Cc1cc(C(C)=O)c(C)o1)OCC

entry no.	1	2	3	4	5	6	7	8	9	10
AmpC no deterg	1%	-16%	-5%	36%	129%[activator]	-25%	·	-3%	-6%	7%
AMA1-RON2 inh	-10%	-2%	10%	4%	-11%	-4%	-9%	0%	2%	-9%
TbPYK inhibitor	4%	-1%	-2%	-1%	0%	-4%	6%	5%	1%	?
Sm TGR block	3%	3%	-18%	16%	?	·	·	-4%	·	40µM*
AmpC detergent	2%	-2%	-2%	4%	-22%	·	·	-8%	-4%	-2%
HCMV antiviral	?	-40	16	-7	-33	-16	12	-20	-15	6
LmPK inh	-3%	1%	·	0%	·	·	·	-3%	4%	-1%

11. Clc1ccc(-c2nc3c4ccccc4ccn3c2Cc2ccsc2)cc1
12. Cn1nc(-c2ccc(OCC(=O)N3CCN(Cc4ccccc4)CC3)cc2)c2ccccc2c1=O
13. CCN1CCN(CCC(=O)Nc2cc(OC)ccc2OC)CC1
14. COC(=O)c1cc(NS(=O)(=O)c2ccc(OC)c(OC)c2)ccc1Cl
15. COc1ccc(CC(=O)N/N=C(\C)c2cccnc2)cc1
16. Cc1nc(SC(C(=O)c2ccccc2)c2ccccc2)nc2ccccc12 (stereo not given)
17. CC(C)n1c(NCc2ccc(N(C)C)cc2)nc2ccccc21
18. O=C(NCCCn1ccnc1)/C(=C\c1cccnc1)NC(=O)c1ccccc1F
19. CCn1c(CC(=O)Nc2cccc(Cl)c2Cl)nnc1SCCOc1ccc(OC)cc1
20. Cc1ccccc1CC(=O)c1ccc(O)c(C)c1O

entry no.	11	12	13	14	15	16	17	18	19	20
AmpC no deterg	·	282%&-19%[activator]	-8%	-46%	-34%	-22%	-14%	18%	-22%	-43%
AMA1-RON2 inh	21%	-8%&-6%	0%	16%	9%	9%	-20%	-13%	5%	21%
TbPYK inhibitor	1%	7%&0%	4%	1%	-6%	-10%	3%	-1%	2%	3%
Sm TGR block	·	-9%&-32%	3%	-3%	-22%	4%	-2%	-1%	3%	0%
AmpC detergent	·	?	-8%	?	?	1%	5%	?	?	7%
HCMV antiviral	60	?	-19	8	-1	-11	27	16	66	12
LmPK inh	·	0%&4%	-7%	0%	4%	0%	1%	6%	5%	8%

21. O=C(NCCOc1ccccc1)c1cccc(S(=O)(=O)N2CCN(Cc3ccccc3)CC2)c1
22. C=CCOc1ccc(/C=N/Nc2ccccn2)cc1OC
23. CSc1nnc(-c2cccn(Cc3cccc(Cl)c3)c2=O)o1
24. Nc1ccc(Sc2ccccc2Cl)nc1
25. CC(C)CNC(=O)C1CC(=O)OC12CCCCC2 (stereo not given)
26. O=C(c1n[nH]c(=O)c2ccccc12)N1CCC2(CC1)OCCO2
27. O=C(Cn1nc(-c2ccccc2)c2cnc3ccccc3c21)Nc1ccccc1
28. COc1ccccc1CNC(=O)C1CC2Cn3c(nc4cc5ccccc5cc43)C2N1C (stereo not given)
29. Cc1ccc(-c2cc(C(F)F)n3ncc(C(=O)NCc4ccco4)c3n2)cc1
30. CCOC(=O)C1=C(C)N=C2SC(C(=O)OC)=CC(=O)N2C1c1cc(OC)c(OC)c(OC)c1 (stereo not given)

entry no.	21	22	23	24	25	26	27	28	29	30
AmpC no deterg	·	-22%	-2%	·	-9%	6%	·	113%[activator]	-14%	1%
AMA1-RON2 inh	-12%	29%	17%	1%	1%	-16%	·	-5%	-2%	8%
TbPYK inhibitor	-7%	-9%	0%	-1%	7%	1%	1%	-3%	-2%	0%
Sm TGR block	·	6%	10%	·	-10%	4%	1%	-22%	4%	-7%
AmpC detergent	·	2%	4%	·	0%	?	2%	-2%	-13%	-11%
HCMV antiviral	27	58	-18	10	-2	-16	22	9	26	7
LmPK inh	·	1%	-4%	·	-1%	-9%	·	·	0%	3%

31. COc1ccc(CCN2C(=O)CC(N3CCN(S(=O)(=O)c4ccccc4)CC3)C2=O)cc1 (stereo not given)
32. Cc1cc(/C=N/n2cnnc2)c(C)n1-c1ccc2c(c1)OCO2
33. Cc1cccc(NC(=O)c2ccc(N3CCOCC3)c([N+](=O)[O-])c2)n1
34. CCCn1c(=O)c2sccc2n2c(CCCC(=O)Nc3ccccc3F)nnc12
35. COc1ccc(-c2noc(CSCC(=O)Nc3ccc(C)cc3Br)n2)cc1OC
36. O=C1N=C(N2CCOCC2)S/C1=C/c1ccc(-c2ccc(F)cc2)o1
37. CCOc1ccc(C(c2c(C)[nH][nH]c2=O)c2c(C)[nH][nH]c2=O)cc1OCC
38. COc1ccc(C(CNC(=O)c2oc3cc(C)c(Cl)cc3c2C)N2CCCCC2)cc1 (stereo not given)
39. Cc1ccc(NC(/C=C/N(C)C)=C/C(=O)C(F)(F)F)c(C)c1
40. CCCNC(=O)C(Cc1ccc(F)cc1)NC(=O)c1ccc(C#N)cc1 (stereo not given)

entry no.	31	32	33	34	35	36	37	38	39	40
AmpC no deterg	80%[activator]	-12%	0%	·	·	1%	-13%	-18%	15%	-37%
AMA1-RON2 inh	-7%	-11%	5%	·	·	19%	20%	8%	14%	5%
TbPYK inhibitor	-7%	-2%	-5%	1%	-4%	-4%	-14%	0%&4%	0%	7%
Sm TGR block	0%	-9%	-2%	1%	5%	-27%	-1%	66%&-4%[activator]	3%	-2%
AmpC detergent	-4%	-9%	-5%	15%	19%	-7%	-9%	-1%&1%	1%	-4%
HCMV antiviral	-3	11	?	?	7	-4	-26	5	-8	3
LmPK inh	6%	3%	-7%	·	·	5%	-2%	11%	0%	·

In a second layout: five of the compounds above
Values run as follows: AmpC no deterg	AMA1-RON2 inh	TbPYK inhibitor	Sm TGR block	AmpC detergent	HCMV antiviral	LmPK inh
34	CCCn1c(=O)c2sccc2n2c(CCCC(=O)Nc3ccccc3F)nnc12
    ·	·	1%	1%	15%	?	·
35	COc1ccc(-c2noc(CSCC(=O)Nc3ccc(C)cc3Br)n2)cc1OC
    ·	·	-4%	5%	19%	7	·
36	O=C1N=C(N2CCOCC2)S/C1=C/c1ccc(-c2ccc(F)cc2)o1
    1%	19%	-4%	-27%	-7%	-4	5%
37	CCOc1ccc(C(c2c(C)[nH][nH]c2=O)c2c(C)[nH][nH]c2=O)cc1OCC
    -13%	20%	-14%	-1%	-9%	-26	-2%
38	COc1ccc(C(CNC(=O)c2oc3cc(C)c(Cl)cc3c2C)N2CCCCC2)cc1 (stereo not given)
    -18%	8%	0%&4%	66%&-4%[activator]	-1%&1%	5	11%

Further entries
41. Cc1noc(NC(=O)c2ccccc2C(F)(F)F)c1C#N
42. CC1CCN(C(=O)CSc2nnc3c(n2)[nH]c2ccccc23)CC1
43. Cc1cc(C)c2nc(-c3ccco3)cc(C(=O)O)c2c1
44. COCC1CCN(C(=O)C2CCC(=O)N(C3CCCC3)C2)CC1 (stereo not given)
45. CCCCOP(=O)(OCCCC)C(O)c1ccc(F)cc1 (stereo not given)
46. N#CC(C#N)=C1SC(=Nc2ccccc2)C(=Nc2ccccc2)N1c1ccccc1
47. COc1ccc(NC(=O)N(C)C[C@@H]2Oc3ncc(Br)cc3C(=O)N([C@@H](C)CO)C[C@@H]2C)cc1
48. CCCc1cc(=O)[nH]c(SCC(=O)Nc2ccc(Cl)c(S(=O)(=O)N3CCOCC3)c2)n1
49. O=S1(=O)CCN2C=C(Br)C=C(Br)C2=N1
50. COc1ccc(NC(=O)c2cc3c(COC(C)=O)cnc(C)c3oc2=Nc2cccc(C(=O)O)c2)c(OC)c1

entry no.	41	42	43	44	45	46	47	48	49	50
AmpC no deterg	-21%	-11%	-10%	-5%	127%[activator]	·	·	-45%	-11%	-10%
AMA1-RON2 inh	2%	-3%	-9%	-4%	-4%	?	6%	-13%	-6%	-7%
TbPYK inhibitor	0%	-1%	?	-3%	4%	-12%	4%	4%	2%	0%
Sm TGR block	·	4%	?	1%	-19%	·	·	-4%	1%	5%
AmpC detergent	2%	2%	-4%	?	-1%	·	·	-17%	-13%	-2%
HCMV antiviral	?	?	-34	55	13	-22	-7	-7	-22	·
LmPK inh	0%	-5%	20%	0%	-1%	·	·	·	-1%	-1%

51. COc1ccccc1N1CCN(c2ccc([N+](=O)[O-])cn2)CC1
52. O=C1C2ON(c3ccccc3)C(c3ccncc3)C2C(=O)N1c1ccc(Br)cc1 (stereo not given)
53. COc1cccc(NC(=O)c2cc3ccccc3cc2OC)c1
54. Cc1ccc2nc(-c3ccc(CN4CCC(n5c(=O)[nH]c6ccccc65)CC4)cc3)c(-c3ccccc3)nc2c1
55. O=C(CN1CCCCCC1)N1c2ccccc2Sc2ccccc21
56. O=S(=O)(NC1CCCCC1N1CCN(c2cccc(Cl)c2)CC1)c1ccccc1 (stereo not given)
57. CC(C)CC(COCc1cccc(Cl)c1)N1CCN(C(=O)c2cccc(C(F)(F)F)c2)CCC1=O (stereo not given)

entry no.	51	52	53	54	55	56	57
AmpC no deterg	0%	48%	-56%	·	120%[activator]	-28%	355%[activator]
AMA1-RON2 inh	1%	5%	-1%	?	-5%	-5%	0%
TbPYK inhibitor	-13%	11%	-9%	-7%	1%	4%	-4%
Sm TGR block	6%	45µM*	-10%	·	?	-6%	-3%
AmpC detergent	7%	?	-3%	·	0%	-13%	2%
HCMV antiviral	18	-7	132	-39	-37	·	2
LmPK inh	0%	-1%	4%	·	0%	11%	2%

From PubChem BioAssay
